High-throughput results (PubChem BioAssay)
FLuc counter = inhibits or activates purified firefly luciferase, miR-21 counter-screen; P08659; purified FLuc, Km substrates, luminescence inhibition; Potency, µM (doses to about 57.5 µM), for inactives: top-dose activity change, negative = inhibition, hits mostly inhibitors; hit rate 6.9% among 360,000; AID 588342;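 further: plate controls were vehicle for no effect and reference inhibitor for full effect; nearly all actives have a fitted effect of over 55% in size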
Target sequence (P08659 whole entry, looked up): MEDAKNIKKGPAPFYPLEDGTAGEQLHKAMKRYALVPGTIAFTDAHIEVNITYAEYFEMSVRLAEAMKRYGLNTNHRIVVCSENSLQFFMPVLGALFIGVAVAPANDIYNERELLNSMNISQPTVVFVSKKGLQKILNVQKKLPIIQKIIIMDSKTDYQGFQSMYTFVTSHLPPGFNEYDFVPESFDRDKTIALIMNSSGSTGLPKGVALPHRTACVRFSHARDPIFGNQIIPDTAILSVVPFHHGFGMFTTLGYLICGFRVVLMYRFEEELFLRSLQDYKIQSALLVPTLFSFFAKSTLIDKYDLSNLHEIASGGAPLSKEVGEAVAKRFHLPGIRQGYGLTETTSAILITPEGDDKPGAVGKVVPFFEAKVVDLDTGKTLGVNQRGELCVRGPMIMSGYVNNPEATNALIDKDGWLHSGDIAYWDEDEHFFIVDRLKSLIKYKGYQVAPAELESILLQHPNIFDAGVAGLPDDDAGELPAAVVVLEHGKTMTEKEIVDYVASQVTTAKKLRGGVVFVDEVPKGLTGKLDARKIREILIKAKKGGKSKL
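Purified P. pyralis luciferase, 10 nM final, with Km-level 10 uM D-luciferin and 10 uM ATP in 50 mM Tris acetate pH 7.5, 10 mM Mg acetate, 0.01% Tween-20, 0.05% BSA; 6-point qHTS titration about 60 µM downward; luminescence read.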
NPC1 promoter act = NPC1 promoter activation; Huh7 NPC1 promoter luciferase reporter, 24 h; Potency, µM (doses to about 9.22 µM), for inactives: at the highest dose activation, most hits filed as activators; hit rate 2.4% among 320,000;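 further: % of control where 0% means no effect; nearly all actives have a fitted effect of over 60% in size; reporter is driven by a mutant NPC1 promoter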
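Quantitative HTS used a cell-based reporter: Huh7 cells stably bearing the NPC1 promoter upstream of luciferase were treated with compounds for 24 h, and promoter activation was read as luminescence.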
BRCA1 expr up = increases BRCA1 expression | MCF7-BRCA1-FFLuc reporter, luminescence, 48 h; response scale: scaled: vehicle 0%, 10 µM genistein 100% | Potency, µM (doses to about 46.1 µM), inactives show at the highest dose activation, hits mostly activators | hit rate 1.1% among 380,000 | AID 624202; further: nearly all actives have a fitted effect of over 80% in size; some results filed as inactive show a strong effect at the top dose
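Cells: MCF7-BRCA1-FFLuc, 2000/well. Exposure: 48 h, 37 °C, 5% CO2. Read: luminescence, 15 min post-substrate. Controls: genistein 10 microM (maximal activation), DMSO (neutral).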
RORgamma inh = ROR gamma (mouse) transcription inhibition; P51450; AID 2551; Drosophila S2 Gal4-RORgamma UAS-luciferase reporter, 20 h; hit rate 5.4% among 310,000; Potency, µM (highest dose often 53.6 µM), for inactives: at the top dose activity change, negative = inhibition, actives largely listed as inhibitors; further: on the % scale 0 is the no-effect control and ±100 the full control effect; nearly all actives have a fitted effect of over 60% in size
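Luciferase reporter read in Schneider cells carrying Gal4-RORγ (mouse) and UAS-Photinus luciferase; cells given compound 1 h before 700 uM copper sulfate induction, then incubated 20 h at ambient temperature.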
ELG1 genotox = induces genotoxicity in HEK293T cells with luciferase-tagged ELG1; Potency, µM (top dose mostly 46 µM), for inactives: top-dose activity change, positive = activation, hits mostly activators; HEK293T ELG1-luciferase reporter, luminescence, 16 h; AID 504466; hit rate 1.3% among 330,000; further: % of control where 0% means no effect; nearly all actives have a fitted effect of over 60% in size
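DMSO vehicle served as control against compound-treated ELG1-luciferase HEK293T cells; exposure lasted 16 hr at 37 °C and 5% CO2, followed by ONE-Glo luminescence detection after 30 min.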
uPA surface inh = blocks generation of uPA at the cell surface | hit rate 0.31% among 330,000 | Potency, µM (highest dose often 38.3 µM), for the others: at the highest dose activity change, negative = inhibition, actives largely listed as inhibitors | AID 540303 | cell surface uPA generation assay, qHTS; active means well fitted inhibition curve with a large enough effect; inconclusive means small, poorly fitted or top-dose-only effect; inactive means no such curve, though single readings can be large or run the other way; tested in mouse RAW 264.7 cells; further: on the % scale 0 is the no-effect control and ±100 the full control effect; nearly all actives have a fitted effect of over 55% in size
p53 reactivator = re-activators of mutant p53 | Potency, µM (titrated, usually from 92.2 µM), without a hit: top-dose activity change, positive = activation, actives largely listed as activators | hit rate 0.063% among 320,000 | H1299 p53-A138V BP100-luciferase reporter, luminescence, 24 h | AID 504706; further: % of control where 0% means no effect; nearly all actives have a fitted effect of over 45% in size
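p53-null H1299 cells stably carrying temperature-sensitive p53-A138V and a BP100-luciferase reporter were pinned with compounds (4-point, 1:5 series) and held 24 hrs at 37 deg C. Luminescence was read 10 min after detection reagent.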
MBNL1 CUG block = inhibitors of human MBNL1 binding to CUG repeat RNA; AID 2675; hit rate 0.036% among 280,000; TR-FRET MBNL1-His/biotin-(CUG)12 binding, 665/545 ratio; Potency, µM (highest dose often 57.5 µM), without a hit: at the highest dose activity change, negative = inhibition, hits mostly inhibitors; Q9NR56; active means well fitted inhibition curve with a large enough effect in the signal ratio, with a control signal flat, not every such curve was filed as active; inconclusive means small, poorly fitted or top-dose-only effect, or effect the other way, or a change in a side signal; inactive means no such curve, though single readings can be large or run the other way; the % refers to the signal ratio; further: on the % scale 0 is the no-effect control and ±100 the full control effect
Target sequence (Q9NR56 whole entry, looked up): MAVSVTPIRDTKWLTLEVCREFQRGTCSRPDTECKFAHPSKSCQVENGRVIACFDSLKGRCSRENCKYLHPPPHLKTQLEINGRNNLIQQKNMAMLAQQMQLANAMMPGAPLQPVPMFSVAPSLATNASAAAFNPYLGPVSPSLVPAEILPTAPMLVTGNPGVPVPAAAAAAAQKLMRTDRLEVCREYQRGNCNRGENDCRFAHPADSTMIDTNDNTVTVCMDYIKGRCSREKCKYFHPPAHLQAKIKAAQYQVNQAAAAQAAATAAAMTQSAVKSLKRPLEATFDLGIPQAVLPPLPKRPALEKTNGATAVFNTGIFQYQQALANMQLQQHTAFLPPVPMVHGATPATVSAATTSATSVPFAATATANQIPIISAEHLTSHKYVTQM
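Compounds (final 92 nM to 58 uM) are added to His-tagged MBNL1 and biotin-(CUG)12, then terbium anti-His antibody and streptavidin-XL665 (5 nM final). After 60 min at room temperature, the 665/545 nm ratio is read.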
Rab9 prom act = activators of Rab9 promoter. Huh7 Rab9 promoter-luciferase reporter, luminescence, 24 h. hit rate 2.8% among 320,000. Potency, µM (highest dose often 9.22 µM), for the others: at the top dose activation, negative = inhibition, usual class: activators; further: % of control where 0% means no effect; nearly all actives have a fitted effect of over 60% in size
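Measured in stably transfected Huh7 cells bearing a Rab9 promoter–luciferase construct: 24 h compound treatment at 37 °C, followed by luminescence detection.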
VP16 counter = inhibits Gal4-VP16 luciferase reporter, ROR gamma counter-screen. Drosophila S2 Gal4-VP16 UAS-luciferase, luminescence, 20 h. Potency, µM (doses to about 53.6 µM), for inactives: at the top dose activity, negative = inhibition, actives largely listed as inhibitors. hit rate 3.5% among 310,000;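 further: Gal4-VP16 expression switched on by copper sulfate through the metallothionein promoter; on the % scale 0 is the no-effect control and ±100 the full control effect; nearly all actives have a fitted effect of over 50% in size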
Starred values were filed as active, the others as inactive; ? = inconclusive; . = no result given; [ ] = remark or other dose. Unless noted, the call rests on the fitted dose curve; in most records, active means well fitted curve in the direction sought with a large enough effect; inconclusive means small, poorly fitted or top-dose-only effect, or another doubt; inactive means no such curve, though single readings can be large; an effect the other way counts as inactive or inconclusive. Potency means the concentration at half of the fitted maximal effect.

Compound	FLuc counter	NPC1 promoter act	BRCA1 expr up	RORgamma inh	ELG1 genotox	uPA surface inh	p53 reactivator	MBNL1 CUG block	Rab9 prom act	VP16 counter
CC(C)OC(=O)C1CC(C)(O)C(=O)C(C(=O)OC(C)C)C1c1ccc([N+](=O)[O-])cc1 (stereo not given)	-1%	1%	8%	-7%	-22%	3%	2%	8%	7%	10%
NS(=O)(=O)c1ccc(NC(=O)/C=C/c2cn(-c3ccccc3)nc2-c2cccc(Cl)c2)cc1	-4%	-5%	-56%	17%	16%	4%	8%	86%[activator]	-9%	-7%[10 µM]
CN1CCN(C(=O)c2ccc(CN(c3ccccc3)S(=O)(=O)c3ccccc3)cc2)CC1	3%	-6%	5%	17%	-3%	-5%	3%	-5%	-12%	-1%
CN(C(=O)c1c(Cl)cnn1C)C12CC3CC(CC(C3)C1)C2	4%	-2%	-42%	0%	3%	5%	-1%	-10%	-3%	9%
CCOc1cccc(OCCOc2ccc(C(=O)c3ccccc3)cc2)c1	-1%	1%	-9%	-9%	-2%	-2%	18%	-14%	3%	-9%
Oc1oc(-c2ccccc2Br)nc1C=Nc1ccc(Br)cn1	-18%	1%	-16%	-43%	6%	-2%	1%	22%	3%	-13%
Cc1cc(NC(NC(=O)c2ccco2)(C(F)(F)F)C(F)(F)F)no1	-2%	15%	4%	-3%	1%	-1%	-1%	-7%	13%	-9%
COc1cc(C(=O)NC2CCN(CC(=O)NC3CCCCC3)CC2)cc(OC)c1OC	1%	1%	0%	-1%	1%	3%	4%	-6%	-1%	16%
CCC(C(=O)Nc1ccccc1C(=O)N1CCOCC1)N1C(=O)c2ccccc2C1=O (stereo not given)	1%	2%	-14%	14%	-9%	.	-2%	5%	0%	-5%
O=C(Nc1ccccc1N1CCCC1)C1=COCCO1	0%	-6%	5%	.	1%	2%	3%	.	-8%	.
CCCCC(=O)Nc1ncc(S(=O)(=O)c2ccc([N+](=O)[O-])cc2)s1	-3%	0%	-5%	-10%	-5%	-6%	9%	8%	11%	1%
CCC(=O)NCCCCCCNC(=O)CC	2%	0%	-11%	-6%	0%	12%	-1%	-1%	3%	4%
O=C(N/N=C/c1coc2ccccc2c1=O)c1cc2ccccc2o1	-16%	-1%	15%	4%	-4%	4%	7%	-19%[11.5 µM]	-1%	1%
O=c1c2cc(Br)ccc2nc(-c2cccc(Cl)c2)n1O	-2%	1%	-81%	13µM*	-8%	-4%	16%	-10%	1%	?
CCn1c(SCCC(=O)O)nnc1-c1cccnc1	0%	-3%	-7%	-36%	0%	2%	9%	-4%	0%	1%
CCCCC(=O)NC(=S)NNC(=O)CCc1ccccc1	-2%	0%	-4%	11µM*	17%	1%	-6%	-2%	-7%	-7%
O=C(NNC(=O)c1ccc(F)c(S(=O)(=O)N2CCOCC2)c1)c1ccc(Br)cc1	-9%	-4%	1%	.	-1%	2%	0%	.	-4%	.
Cc1ccc(/C=C2/SC(=S)N(CCC(=O)NCCCN3CCOCC3)C2=O)cc1	?	0%	-18%	29%	-7%	-3%	?	?	-3%	5%
COC(=O)c1ccc(N2CCN(S(=O)(=O)c3ccc4ccccc4c3)CC2)c([N+](=O)[O-])c1	6%	-5%	-31%	30%	-7%	-3%	0%	18%	-19%	-16%
COc1cc2c(cc1OC)C(c1cccc(Cl)c1Cl)CC(=O)N2 (stereo not given)	0%	0%	-36%	32%	2%	-22%	-4%	-1%	-2%	9%
Cc1nn(C(C)C)c(C)c1CN1CCC(C(=O)Nc2cccc(-c3cccc(F)c3)c2)CC1	-2%	7%	-67%	?	-10%	?	2%	-5%	3%	-19%
CCCCN(C(=O)c1ccc(N(C)S(=O)(=O)c2ccc(C)cc2)cc1)c1c(N)n(CCC)c(=O)[nH]c1=O	0%	2%	3%	-44%	0%	-9%	-3%	-7%	1%	2%
COc1ccc(CNCC(O)COCc2cccs2)cc1 (stereo not given)	0%	1%	-4%	2%	2%	.	-3%	1%	-12%	1%
CCCn1c(=N)n(CCOc2ccc(OC)cc2)c2ccccc21	-1%	-1%	-22%	15%	-8%	-12%	-3%	10%	2%	4%
O=C(O)c1cccc(N2C(=O)CSC2=S)c1	1%	-4%	9%	-42%	0%	4%	9%	3%	-1%	5%

Further entries:
Compound	FLuc counter	NPC1 promoter act	BRCA1 expr up	RORgamma inh	ELG1 genotox	uPA surface inh	p53 reactivator	MBNL1 CUG block	Rab9 prom act	VP16 counter
O=C(CSCc1ccccc1Cl)NN1C(=O)c2ccccc2C1=O	-1%	2%	8%	19%	-2%	0%	5%	-16%	7%	-5%
Cc1ccc(C)c(NS(=O)(=O)c2cc(C(=O)Nc3ccccc3-c3ccccc3)ccc2C)c1	2%	0%	-82%	23%	-2%	.	-2%	15%	-2%	-4%
COc1cc(C(=O)Nc2ccccc2C(=O)Nc2ccccn2)cc(OC)c1OC	-7%	-29%	-41%	-2%	-3%	?	-39%[inhibitor]	12%	-15%	-3%
CCn1cc(C(=O)Nc2sc(C)c(C)c2C(=O)OC)cn1	-1%	1%	-48%	17%	-4%	11%	13%	-15%	-3%	-15%
O=C(CSc1nncs1)N1CCN(C(=O)c2ccco2)CC1	-1%	-3%	-6%	.	1%	0%	0%	.	-4%	.
O=S(=O)(/N=C(/Nc1ccc(F)cc1F)c1ccccc1)c1ccc(Br)cc1	6%	-3%	.	-1%	-2%	.	6%	-24%	-2%	-2%
CCOC(=O)N1CCC(NC(=O)c2cc(-c3ccc(OC)cc3)nc3ccccc23)CC1	4.8µM*	-1%	42%	?	-4%	-6%	6%	14%	10%	19%
CCCn1c(C(C)NC(=O)c2ccccc2)nc2ccccc21 (stereo not given)	2%	-5%	-22%	?	-1%	-11%	-9%	-2%	-2%	-18%
CSc1ccc(COC(=O)c2cc([N+](=O)[O-])ccc2N2CCOCC2)cc1	3%	-16%	?	.	-1%	-77%	16%	.	-31%[inhibitor]	.
COc1cccc(CNC(=O)C2CCC(CNS(=O)(=O)c3cccc4cccnc34)CC2)c1 (stereo not given)	2%	0%	5%	-1%	0%	2%	-6%	-2%	4%	2%
COc1cc(NS(=O)(=O)c2ccc3c(c2)NC(=O)CO3)cc(OC)c1	1%	0%	-4%	11%	-1%	-2%	-2%	-5%	3%	0%
COc1cc2c(cc1OC)C1O[C@](c3ccsc3)(C2)Oc2c1c(=O)oc1ccc(F)cc21	-8%[11.5 µM]	1%[1.84 µM]	.	30%[10 µM]	.	.	.	7%[11.5 µM]	-7%[1.84 µM]	-23%[10 µM]
CN(CCCNC(=O)CSc1cc(=O)n(C)c2cc(Cl)ccc12)Cc1ccccc1	-5%	-5%	-8%	-9%	5%	0%	5%	8%	-6%	-2%
N#Cc1ccc(CSc2nnc(-c3ccccc3)n2Cc2ccco2)cc1	-2%	1%	-35%	42%	-1%	.	4%	-14%	-2%	-14%
Cc1ccc(CNc2ccc(N3CCN(C)CC3=O)cc2)cc1	.	.	36%	.	4%	14%	4%	.	.	.
O=C(COC(=O)c1cc2c(s1)CCCC2)Nc1ccc(Cl)cn1	1%	-2%	-21%	4%	-2%	?	-18%	-11%	-4%	-15%
COc1ccc(N(CC(=O)NCc2ccc(F)cc2)C(=O)c2snc(C(N)=O)c2N)cc1	3%	-6%	-6%	12%	-7%	2%	3%	29%	3%	-10%
O=C(Nc1cc(F)c(Br)cc1F)c1ccc(Cl)cc1	2.7µM*	2.2µM*	98%	4%	?	-4%	24%	-6%	1.8µM*	-1%
O=C(/C=C1\SC(=O)NC1=O)Nc1ccc(C(=O)O)cc1	-15%	-2%	2%	13%	-1%	-2%	-2%	12%	-1%	3%
CCCC(=O)Nc1ccc2c(c1)nc(CCN1CCCCC1)n2C	0%	-2%	-31%	33%	0%	3%	-5%	.	1%	10%

Arranged by molar mass (low to high): part of the list above.
Compound	FLuc counter	NPC1 promoter act	BRCA1 expr up	RORgamma inh	ELG1 genotox	uPA surface inh	p53 reactivator	MBNL1 CUG block	Rab9 prom act	VP16 counter
CCCC(=O)Nc1ccc2c(c1)nc(CCN1CCCCC1)n2C	0%	-2%	-31%	33%	0%	3%	-5%	.	1%	10%
COc1cc(C(=O)Nc2ccccc2C(=O)Nc2ccccn2)cc(OC)c1OC	-7%	-29%	-41%	-2%	-3%	?	-39%[inhibitor]	12%	-15%	-3%
Cc1nn(C(C)C)c(C)c1CN1CCC(C(=O)Nc2cccc(-c3cccc(F)c3)c2)CC1	-2%	7%	-67%	?	-10%	?	2%	-5%	3%	-19%

Gathered by group: the compounds so far with a furan ring, fused or not (four)
Compound	FLuc counter	NPC1 promoter act	BRCA1 expr up	RORgamma inh	ELG1 genotox	uPA surface inh	p53 reactivator	MBNL1 CUG block	Rab9 prom act	VP16 counter
Cc1cc(NC(NC(=O)c2ccco2)(C(F)(F)F)C(F)(F)F)no1	-2%	15%	4%	-3%	1%	-1%	-1%	-7%	13%	-9%
O=C(N/N=C/c1coc2ccccc2c1=O)c1cc2ccccc2o1	-16%	-1%	15%	4%	-4%	4%	7%	-19%[11.5 µM]	-1%	1%
O=C(CSc1nncs1)N1CCN(C(=O)c2ccco2)CC1	-1%	-3%	-6%	.	1%	0%	0%	.	-4%	.
N#Cc1ccc(CSc2nnc(-c3ccccc3)n2Cc2ccco2)cc1	-2%	1%	-35%	42%	-1%	.	4%	-14%	-2%	-14%
